Screening data from PubChem.
STK33 inh: inhibitors of purified STK33 kinase, primary screen, biochemical, ADP-Glo luminescence, homogeneous, cell-free. actives 0.073% (n = 320,000). MBP phosphorylation. inhibition, % at 10 µM. Serine/threonine-protein kinase 33 (Homo sapiens), Q9BYT3;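 active = inhibition at or above 25%, using the most active replicate where run in duplicate; inactive = inhibition below 25%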
KCNQ2 block: KCNQ2 potassium channel inhibitors, primary screen, cell-based, CHO-K1, FluxOR thallium flux, B-score (AID 2156) | actives 1.1% (n = 310,000) | B-score at 10 µM | Potassium voltage-gated channel subfamily KQT member 2 (Rattus norvegicus), O88943 | 20 min; stronger effect = lower value;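 active = fluorescence ratio B-score at most minus 3 library SDs, with starting brightness B-score within 2 library SDs, cut at about -5.5 in these data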
Target sequence (O88943 whole entry, looked up): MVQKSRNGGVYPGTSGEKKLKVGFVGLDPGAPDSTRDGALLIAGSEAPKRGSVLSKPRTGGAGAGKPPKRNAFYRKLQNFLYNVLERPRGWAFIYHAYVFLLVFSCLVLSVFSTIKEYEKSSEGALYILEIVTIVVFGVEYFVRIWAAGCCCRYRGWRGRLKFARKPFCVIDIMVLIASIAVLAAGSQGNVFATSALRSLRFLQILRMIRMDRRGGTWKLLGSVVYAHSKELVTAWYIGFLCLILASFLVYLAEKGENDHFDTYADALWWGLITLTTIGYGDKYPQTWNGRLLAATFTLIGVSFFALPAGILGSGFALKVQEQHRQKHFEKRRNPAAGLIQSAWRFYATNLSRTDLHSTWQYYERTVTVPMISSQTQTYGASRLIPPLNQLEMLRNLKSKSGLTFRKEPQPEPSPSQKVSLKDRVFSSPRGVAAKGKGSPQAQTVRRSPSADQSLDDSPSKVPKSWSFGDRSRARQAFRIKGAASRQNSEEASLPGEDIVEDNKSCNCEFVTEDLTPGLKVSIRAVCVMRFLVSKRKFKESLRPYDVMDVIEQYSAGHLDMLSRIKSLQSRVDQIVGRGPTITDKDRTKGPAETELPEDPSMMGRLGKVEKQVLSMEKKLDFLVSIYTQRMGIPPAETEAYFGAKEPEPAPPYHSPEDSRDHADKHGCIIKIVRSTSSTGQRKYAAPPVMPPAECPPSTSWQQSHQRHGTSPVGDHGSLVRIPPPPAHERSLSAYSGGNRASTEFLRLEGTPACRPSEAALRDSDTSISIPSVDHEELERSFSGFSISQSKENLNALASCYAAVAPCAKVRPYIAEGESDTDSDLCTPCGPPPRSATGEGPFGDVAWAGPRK
OX1R antag: antagonists of human orexin 1 receptor (OX1R) | Orexin/Hypocretin receptor type 1 (Homo sapiens), O43613 | OX1R-expressing cells, FRET antagonist read-out | inhibition, % at 6.6 µM | actives 1.8% (n = 330,000) | AID 485270, 2010; in the data active = inhibition mostly above about 38%, no sharp cut-off; inactive = mostly below about 40%;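 note: 0% = agonist challenge alone and 100% = reference antagonist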
Numbers without * were called inactive; i = inactive; nt = no result given; & = joins results of further samples.

no.	SMILES	STK33 inh	KCNQ2 block	OX1R antag
1	O=C(NCCC(=O)N1CCCC(C(F)(F)F)C1)c1ccc(Br)cc1 (stereo not given)	-0.8	i	16
2	CCCCNC(=O)Nc1nc2ccc(CC)cc2s1	0.0	i	16
3	COc1ccc(NC(=O)c2ccc(=O)[nH]c2)cc1S(=O)(=O)N1CCCCC1	-0.4	i	13
4	CCOc1ccc(C(=O)CC(Sc2ccc(C)cc2)C(=O)O)cc1 (stereo not given)	-1.4	i	22
5	Cc1c([C@@H]2C[C@H]3CN(Cc4cccc(Cl)c4)C(=O)[C@]34CCCN24)cnn1C	-1.5	i	15
6	CCOc1cc(N2CCOCC2)c(OCC)cc1NC(=O)COc1ncnc2ccc(Br)cc12	-0.4	i	17
7	CCS(=O)(=O)N1Cc2ccccc2CC1C(=O)NCC12CC3CC(CC(C3)C1)C2 (stereo not given)	0.5	-7.1*	13
8	C=CCn1c(C)csc1=Nc1ccc(C(=O)O)cc1	-1.4	i	18
9	CCN(CC)CCN1C(=O)C(=O)/C(=C(/O)c2c(C)[nH]c(C(=O)OC)c2C)C1c1cccc(OC)c1 (stereo not given)	1.3	i	16
10	c1csc(-c2nc3ccccc3[nH]2)c1	-0.8	nt	31
11	O=C(CN1C(=O)C(=O)N(Cc2ccco2)C1=O)Nc1ccccc1	-2.2	nt	4
12	Cc1cc(C(=O)CSc2nnc3c(Cl)cc(Cl)cn23)c(C)n1C	-1.3	i	43
13	COCCn1c(=O)c2ccccc2c2ccccc2c1=O	-0.1	i	18
14	COc1ccc(CCNC(=O)c2cc(C(=O)c3cc(C)ccc3O)cn(CCc3ccc(OC)cc3)c2=O)cc1	0.5	-7.3*	29
15	CC(C)(C)OC(=O)NCCCC[C@@H](C(=O)N1CCN(C(=O)OC(C)(C)C)CC1)n1cc(CCC(=O)O)nn1	-2.0	i	18
16	CSc1nnc(-c2cnccn2)n1C	-0.6	i	4
17	CCOC(=O)c1ccc(N2CCOCC2)c(NC(=O)c2nccnc2C(=O)O)c1	-0.3	i	13
18	Cc1ccc(C(=O)N2CCCC(C(F)(F)F)C2)cc1S(=O)(=O)N1CCOCC1 (stereo not given)	-0.1	nt	8
19	Cc1nnc(SCC(=O)c2ccc(Br)cc2)s1	0.2	i	4
20	Cc1cccc(-c2nc(CS(=O)CC(=O)N3CC(C)CC(C)C3)c(C)o2)c1 (stereo not given)	-1.3	i	6
21	O=C(O)C1=C[C@H](c2cccs2)C[C@H](OCc2ccc(CO)cc2)O1	-1.3	i	35
22	COc1ccc(/C=C2\C(=O)OCc3cc(OC)c(OC)cc32)cc1OC	-0.8	i	2
23	O=[N+]([O-])/C=C/c1cn(Cc2ccccc2)c2ccccc12	1.8	i	20
24	CCOC(=O)N1CCC(NCCNC(=O)c2ccccc2)CC1	-1.1&-0.9	i	12&-2
25	COc1cc(OC)cc(C(=O)NCCS(=O)(=O)N2CCN(Cc3ccccc3)CC2)c1	-2.0	i	2
26	CCOc1ccc(CNC(=O)CCCn2nc(C)c3c(C)n(-c4ccc(C)cc4)nc3c2=O)cc1	-0.5	i	6
27	Cc1ccc(S(=O)(=O)c2cnc3cc(C)nn3c2N)cc1	0.5	i	25
28	COc1ccc(N(C)S(=O)(=O)c2cccc(C(=O)N3CCN(S(=O)(=O)c4ccc(C)cc4)CC3)c2)cc1	-2.0	i	19
29	O=C(NCc1ccc(Cl)cc1)C1CCN(S(=O)(=O)c2ccc(N3CCCC3=O)cc2)CC1	0.3	i	22
30	NC(=O)C1CCN(c2nc(-c3cccs3)cs2)CC1	-0.5	nt	7

Along the list, as entered above:
KCNQ2 block for nos. 12 to 21, in order: i, i, -7.3*, i, i, i, nt, i, i, i
STK33 inh for nos. 12 to 21, in order: -1.3, -0.1, 0.5, -2.0, -0.6, -0.3, -0.1, 0.2, -1.3, -1.3

Returning to the listing, starting 4 compounds before the break.
no.	SMILES	STK33 inh	KCNQ2 block	OX1R antag
27	Cc1ccc(S(=O)(=O)c2cnc3cc(C)nn3c2N)cc1	0.5	i	25
28	COc1ccc(N(C)S(=O)(=O)c2cccc(C(=O)N3CCN(S(=O)(=O)c4ccc(C)cc4)CC3)c2)cc1	-2.0	i	19
29	O=C(NCc1ccc(Cl)cc1)C1CCN(S(=O)(=O)c2ccc(N3CCCC3=O)cc2)CC1	0.3	i	22
30	NC(=O)C1CCN(c2nc(-c3cccs3)cs2)CC1	-0.5	nt	7
31	CCCCCC(=O)Nc1cccc(C2=NOC3(C2)C[C@H](C(N)=O)N(C(=O)c2ccccc2)C3)c1 (stereo not given in full)	0.5	i	7
32	Cc1cc(NC(=O)CN2C(=O)NC(CC(C)C)C2=O)ccc1Br (stereo not given)	-0.6	nt	0
33	COc1ccc(OC(=O)c2cccc([N+](=O)[O-])c2)c(C(=O)/C=C/c2cccs2)c1	0.6	nt	26
34	CCN(Cc1cc2cc(C)ccc2[nH]c1=O)C(=O)c1cccc([N+](=O)[O-])c1	-2.0	i	17
35	Nc1nonc1-c1noc(CCCN2C(=O)c3ccccc3C2=O)n1	-0.7	i	36
36	CCC(C)C(NC(=O)OCc1ccccc1)C(=O)NC(Cc1ccc(O)cc1)C(=O)OC (stereo not given)	-0.8	i	16
37	CCS(=O)(=O)c1nc(S(=O)(=O)c2ccc(Cl)cc2)c(N2CCC(O)CC2)s1	-0.2	i	3
38	O=C(O)C(O)C(O)c1nc2ccccc2[nH]1 (stereo not given)	-0.4	i	19
39	CC(C)c1ccc(NC(=O)NC2CCN(CC(=O)Nc3cccc4ccccc34)CC2)cc1	-1.0	i	2
40	CN(C)c1cccc(C(=O)N/N=C/c2ccoc2)c1	0.9	i	4
41	COc1ccc2nc3oc(C(=O)N4CCN(c5cccc(Cl)c5)CC4)cc3cc2c1	-0.1	-5.8*	3
42	Cc1ccc(S(=O)(=O)N(CCO)Cc2cc3ccc(C)c(C)c3[nH]c2=O)cc1	-2.3	i	16
43	CCOC(=O)Cc1csc(NS(C)(=O)=O)n1	-0.7	i	2
44	COc1ccc(CCNC(=O)CCC(=O)N2CCOc3ccc(C)cc32)cc1OC	-1.9	i	5
45	O=C(NCCO)C(=O)NCC1OCCCN1S(=O)(=O)c1cccs1 (stereo not given)	-1.8	i	15
46	COC(=O)C1CCN(c2ccc([N+](=O)[O-])cc2[N+](=O)[O-])CC1	-0.6	i	35
47	Cc1onc(-c2ccccc2Cl)c1C(=O)N1CCC(C)CC1	0.6	i	18
48	Cc1ccc(NC(=O)CSC2=NCCN2)cc1	-1.2	i	5
49	O=C(CCc1ccccc1)Nc1ccc(F)c([N+](=O)[O-])c1	-0.5	i	18
50	COc1cc(-c2nc(-c3cccnc3)no2)cc(OC)c1OC	-0.6	i	5
51	c1ccc(-c2ccccc2OCCCCn2ccnc2)cc1	0.5	i	7
52	O=C(COC(=O)Cn1nnc(-c2ccccc2)n1)Nc1ccccc1Br	-1.3	nt	9
53	C=CCn1c(O)c(N=NC(=O)CNC(=O)Cc2ccccc2)c2ccccc21	1.2	i	43
54	COc1ccc(Oc2coc3cc(OC(=O)c4cccs4)ccc3c2=O)cc1	-1.3	i	29
55	CC(=O)NN1C(=O)c2ccccc2NC1c1ccc(N(C)C)cc1 (stereo not given)	-1.2	i	-2
56	COc1ccc(-c2nc(N3CCCC3)[nH]c(=O)c2C#N)cc1	-2.4	i	9
57	O=C(COc1cccnc1[N+](=O)[O-])Nc1cccc(S(=O)(=O)N2CCCCC2)c1	-0.8	i	13
58	CCCn1c(SCC(=O)Nc2c(CC)cccc2CC)nnc1C(C)C	0.2	i	-1
59	O=C(O)C1=C[C@H](c2ccccc2)C[C@H](OCCCCO)O1	0.4	i	31
60	Cc1ccccc1CC(=O)N1CCN(C(=O)c2ccco2)CC1	-0.9	i	3
61	COc1cc(C2=CCN(C(C)=O)CC2)ccc1OC(C)=O	-1.2	i	18
62	Cc1cc(Nc2cccc(C(=O)O)c2)n2ncnc2n1	0.8	i	-2
63	Cc1cccc(Nc2nnc(SCC3CCCCO3)s2)c1C (stereo not given)	-0.4	i	22
64	COc1ccc(N2C(=O)CN(Cc3ccc(OC)c(OC)c3)C2=S)cc1	-1.4	i	19
65	COC(=O)c1c(C)[nH]c(C)c1-c1ccccc1Cl	-1.3	i	20
66	Nc1nc(-c2cc3c(cc2Cl)OCCO3)cs1	-0.8	i	15
67	CCOc1ccc(N(C(C)C(=O)Nc2ccc(OC)cc2)S(C)(=O)=O)cc1 (stereo not given)	-0.7	i	9
68	Cc1cc(C)n2nc(SCC(=O)Nc3ccccc3C)nc2n1	1.0	i	11
69	Cc1nc2c(cnn2-c2ccccc2)c(=O)[nH]1	0.0	i	10
70	CCc1ccc(C2C3=C(CC(C)(C)CC3=O)Nc3c2c(=O)[nH]c2nc(C)nn32)cc1 (stereo not given)	-0.8	i	14
71	CCc1c(C)c2ccc(OCC(N)=O)cc2oc1=O	2.2	i	8
72	Cc1ccc2oc(C(=O)Nc3nonc3C)c(C)c2c1	nt	i	14
73	Cc1[nH]nc2c1C(c1c[nH]c3ccccc13)C(C#N)=C(N)O2 (stereo not given)	-0.6	i	8
74	COCCNCC1C(Oc2ccc(Cl)cc2)C(=O)N1c1ccccc1C (stereo not given)	1.6	i	22
75	CSc1ccc(C2=CC(=O)C[C@H](c3ccc(F)cc3)C2)cc1	-0.7	nt	6
76	COc1ccc(-c2nc(CSCC(=O)N3CCN(c4cccc(C)c4)C(C)C3)c(C)o2)cc1OC (stereo not given)	-1.5	i	10
77	CCCCn1c(N)c(N(CCOC)C(=O)COC(=O)COc2ccccc2C#N)c(=O)[nH]c1=O	-1.0	i	8
78	COc1cc2c(cc1OC)C(C(=O)O)C(c1cc(Br)c(O)c(OC)c1)N(C)C2=O (stereo not given)	-1.1	i	21
79	CC(C)(C)n1nnnc1CN1C2CCC1CC(NC(=O)Nc1ccccc1)C2 (stereo not given)	-3.1	i	-2
80	C#CCOCCOCCOCCNc1nc(N2CCN(C(=O)CCCCCCCCCCNC(=O)Cn3cc(CCCCCN)nn3)CC2)nc(N2CCN(C(=O)CCCCCCCCCCNC(=O)[C@@H](CCSC)n3cc(CCO)nn3)CC2)n1	8.1	nt	-12
81	O=C(O)c1cc(-c2ccccc2)n(-c2ccccc2C(=O)O)n1	-1.1	i	8
82	O=C(CN1CCN(c2ccccc2F)CC1)NC(=O)NC1CCCCC1	0.3	nt	9
83	COc1ccc(OC)c(NS(=O)(=O)c2ccc(SC)cc2)c1	-1.6	i	18
84	Cc1ccc(-c2csc(NC(=O)C[n+]3cc(-c4ccc(C)cc4)n4c3CCC4)n2)cc1	1.1	i	7
85	OC(COc1ccc(Br)cc1)CN1CCC(Cc2ccccc2)CC1 (stereo not given)	-0.3	i	11
86	CCOc1ccc(C(=O)NC(=S)Nc2ccc(NC(=O)C(C)C)cc2)cc1[N+](=O)[O-]	-1.1	i	21
87	O=C(/C=C/c1cn(-c2ccccc2)nc1-c1cccnc1)c1ccco1	-0.6	i	10
88	CSc1ccc(S(=O)(=O)NCC(=O)OCC(=O)N(C)CC(=O)Nc2ccccc2Cl)cc1[N+](=O)[O-]	-1.9	i	41
89	O=C(NC(Cc1ccccc1)C(=O)NCCc1ccccn1)c1ccccc1 (stereo not given)	-0.4	i	14
90	O=C(Nc1ccc(S(=O)(=O)N2CCOCC2)cc1)c1cccc([N+](=O)[O-])c1	-0.3	i	nt

New compounds follow.
no.	SMILES	STK33 inh	KCNQ2 block	OX1R antag
91	O=C(COc1ccc(Cl)cc1)N(Cc1ccc(F)cc1)C1CCS(=O)(=O)C1 (stereo not given)	-2.5	i	7
92	Cc1ccc(S(=O)(=O)N/N=C\c2ccc(Cl)c([N+](=O)[O-])c2)cc1	-2.3	i	28
93	Cc1c(NS(=O)(=O)c2ccc(S(=O)(=O)c3ccccc3)s2)c(=O)n(-c2ccccc2)n1C	-0.9	i	3
94	COc1ccc(NC2CCCN(C(=O)CCC(=O)c3ccc(F)cc3)C2)cc1 (stereo not given)	-0.5	i	9
95	N#Cc1ccc(NC(=O)COC(=O)CCc2ccc(S(=O)(=O)N3CCCCC3)cc2)cc1	-1.6	i	2
96	CCOC(=O)c1[nH]c(=O)[nH]c1CSc1nc(C)cc(C)n1	-1.8	i	14
97	CCN(CC(=O)N1CCCC1)S(=O)(=O)c1ccc(Br)cc1	-4.5	i	10
98	Oc1ccc(O)c(Cc2nc3ccccc3[nH]2)c1	4.2	i	5
99	CCn1cc(Br)c(C(=O)Nc2cccc(SC)c2)n1	-0.3	i	60
100	CCCCc1nc(SCC(=O)Nc2cccc(Cl)c2)n[nH]1	1.6	i	43
101	CN1CC(=O)N(C)c2nc(Br)n(C)c2C1=O	0.4	i	20
102	COc1ccc(NC(=O)c2csc(C)c2)cc1OC	0.0	i	16
103	CC(C)OCCCN(C)C1CCN(S(=O)(=O)c2ccc(-c3cc(C(F)(F)F)no3)s2)CC1	1.2	i	15
104	COc1ccc(CN=C2NN=C(c3ccccc3)CS2)cc1	-2.9	i	19
105	O=C(NC(C(=O)N/N=C/c1c2ccccc2cc2ccccc12)c1n[nH]c(=O)c2ccccc12)c1ccccc1 (stereo not given)	0.7	i	31
106	Cc1cccc(C(=O)Nc2ccc(CC(=O)O)cc2)c1	-0.4	i	-7

Filtered by structure: the compounds so far containing a tert-butyl group (two)
no.	SMILES	STK33 inh	KCNQ2 block	OX1R antag
15	CC(C)(C)OC(=O)NCCCC[C@@H](C(=O)N1CCN(C(=O)OC(C)(C)C)CC1)n1cc(CCC(=O)O)nn1	-2.0	i	18
79	CC(C)(C)n1nnnc1CN1C2CCC1CC(NC(=O)Nc1ccccc1)C2 (stereo not given)	-3.1	i	-2
